D1 mod – D1 dopamine receptor (human) allosteric modulation. B-score at 10 µM. HEK293 D1, CRE-luciferase, dopamine EC30 potentiation; actives deviate in either direction. P21728. 58,000 tested, 5.9% active;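 active = luminescence count or its row- and column-corrected plate score outside the 99.7% band of the plate's sample wells, on either side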
Target sequence (P21728 whole entry, looked up): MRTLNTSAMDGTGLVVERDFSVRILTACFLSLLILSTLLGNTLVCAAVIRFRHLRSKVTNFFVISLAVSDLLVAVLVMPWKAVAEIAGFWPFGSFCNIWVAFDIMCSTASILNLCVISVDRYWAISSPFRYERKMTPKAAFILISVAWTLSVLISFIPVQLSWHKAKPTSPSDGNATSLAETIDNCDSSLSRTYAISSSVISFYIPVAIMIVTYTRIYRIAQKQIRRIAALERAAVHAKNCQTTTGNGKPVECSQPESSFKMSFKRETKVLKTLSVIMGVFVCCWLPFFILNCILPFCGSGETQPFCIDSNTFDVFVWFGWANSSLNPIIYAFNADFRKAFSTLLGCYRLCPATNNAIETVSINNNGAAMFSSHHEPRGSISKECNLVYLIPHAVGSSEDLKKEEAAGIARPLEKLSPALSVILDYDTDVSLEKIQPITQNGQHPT
MKP-1 inh – human dual specificity phosphatase 1 inhibition; recombinant MKP-1, OMFP hydrolysis fluorescence; inhibition, %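 (compounds tested at a single concentration somewhere between 10 and 100 µM)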; 65,000 tested, 0.15% active;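 active = inhibition above about 50%, limit read from the data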;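 note: 0% = DMSO max control wells and 100% = wells with enzyme stopped by NaOH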
tolC growth inh – growth inhibitors of E. coli BW25113 tolC mutant; OD615; growth inhibition, % at 10 µM (by protocol); 65,000 tested, 2.2% active; AID 573;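 active = growth inhibition at or above a cutoff equal to the mean over every tested compound plus 3 SD, cut at about 60% in these data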;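 note: growth measured after 20 h incubation at 37 °C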
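Test system: tolC-deleted E. coli BW25113; medium: LB with kanamycin 50 µg/mL; compound: single-point testing at 10 µM; incubation: 20 h compound exposure of bacteria at 37 °C; signal: OD at 615 nm; evaluation: growth inhibition in percent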
E coli RNAP – Escherichia coli RNA polymerase inhibition | inhibition, %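 (tested at 10 µM)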 | AID 559 | 62,000 tested, 0.2% active | P0A8V2 | E. coli RNA polymerase, fluorescence transcription assay; in the data active = inhibition above about 20%;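 note: 0% = enzyme without compound and 100% = no enzyme blank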
CatB mixtures – inhibitors of human cathepsin B in compound mixtures; P07858; Purified cathepsin B, AMC dipeptide fluorescence; inhibition, %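 (ten-compound pools at 5 µM per compound and 50 µM total)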; 62,000 tested, 0.06% active; AID 488; in the data active = inhibition above about 22%, passing the limit was not always enough;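 note: 0% = enzyme without compound and 100% = no enzyme blank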
CatB inh – blocks human cathepsin B protease activity | inhibition, %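 (tested at 10 µM)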 | 63,000 tested, 0.1% active | AID 453 | P07858 | purified cathepsin B, fluorogenic substrate, fluorescence; in the data active = inhibition above about 21%;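 note: 0% = enzyme with no compound and 100% = no enzyme blank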
Cdc25B inh – human M-phase inducer phosphatase 2 inhibition | AID 368 | P30305 | 65,000 tested, 0.1% active | recombinant Cdc25B, OMFP fluorescence Ex485/Em525 | inhibition, %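 (compounds tested at 10 µM final in the well)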; in the data active = inhibition above about 50%
Target sequence (P30305 whole entry, looked up): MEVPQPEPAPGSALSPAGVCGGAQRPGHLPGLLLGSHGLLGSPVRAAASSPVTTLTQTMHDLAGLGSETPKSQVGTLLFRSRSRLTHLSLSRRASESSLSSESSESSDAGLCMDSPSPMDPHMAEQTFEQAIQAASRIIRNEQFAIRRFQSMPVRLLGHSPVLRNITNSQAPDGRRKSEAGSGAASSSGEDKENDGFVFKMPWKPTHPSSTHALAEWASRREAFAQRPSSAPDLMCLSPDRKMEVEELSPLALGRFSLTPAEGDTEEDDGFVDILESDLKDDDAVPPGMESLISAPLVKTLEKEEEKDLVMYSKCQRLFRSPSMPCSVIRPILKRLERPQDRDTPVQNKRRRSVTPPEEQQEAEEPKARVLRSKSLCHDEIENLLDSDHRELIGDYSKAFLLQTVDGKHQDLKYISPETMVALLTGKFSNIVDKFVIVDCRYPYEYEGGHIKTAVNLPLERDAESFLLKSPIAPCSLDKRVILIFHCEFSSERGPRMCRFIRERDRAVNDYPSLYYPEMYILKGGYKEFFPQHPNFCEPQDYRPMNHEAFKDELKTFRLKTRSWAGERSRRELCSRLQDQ
Hsp90 inh – displaces geldanamycin probe from tumor Hsp90 | P07900 | NCI-N417 lysate Hsp90, Cy3B-geldanamycin FP displacement | inhibition, % at 30 µM | 64,000 tested, 0.35% active;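 active = inhibition above 50%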;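 note: 0% = tracer plus lysate wells and 100% = tracer alone without lysate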
AP ELISA ortho – orthogonal test for alternative complement pathway inhibitors. AID 1235. inhibition, % at 5 µM. 62,000 tested, 0.08% active. Human serum alternative complement pathway, LPS-coated ELISA, C3 deposition; tested in compound mixtures;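 active = inhibition above 30% in each of the two pooled mixtures holding the compound, so the lower value exceeds 30%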;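 note: 0% = serum in Mg-EGTA without compound and 100% = EDTA serum blank; some compounds past the cut are filed as inactive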
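Test system: human serum alternative complement pathway, C3 deposition on LPS-coated wells; also added: Plate-bound LPS; doses: 5 µM per compound in ten-compound mixtures; schedule: 1 h at 37 °C; detection: Anti-C3 ELISA, OD 450 nm; evaluation: percent inhibition of C3 deposition onto LPS; repeats: two pool placements per compound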
An asterisk follows results filed as active; · = not tested or not shown.

SMILES	D1 mod	MKP-1 inh	tolC growth inh	E coli RNAP	CatB mixtures	CatB inh	Cdc25B inh	Hsp90 inh	AP ELISA ortho
Cc1cccc(C)c1NC(=O)CC(NCc1ccco1)C(=O)O (stereo not drawn)	-0.8	-17	-14	8	3	-3	-9	1	10
O=C(C1CCN(S(=O)(=O)c2ccc(F)cc2)CC1)N1CC=C(c2ccccc2)CC1	-0.14	8	24	-4	3	0	-3	·	3
COc1ccccc1CNC(=O)C(C)NS(=O)(=O)c1ccccc1 (stereo not drawn)	·	4	-2	6	3	10	-7	-7	-7
O=C(O)c1ccc2c(c1)N(Cc1ccccc1F)C(=O)c1ccccc1S2=O (stereo not drawn)	-0.25	-5	0	7	4	7	-9	-1	9
CCn1c(=O)c2cc(S(=O)(=O)NC3CCCCC3)ccc2n(CC)c1=O	4.2*	4	13	8	5	5	0	-3	3
Cc1sc2nc(-c3cccs3)nc(N3CCCN(C)CC3)c2c1C	-0.63	4	-5	4	2	3	-22	-9	-11
CCOC(=O)c1cc2oc(C(c3nnnn3C3CCCCC3)N3CCOCC3)cc2[nH]1 (stereo not drawn)	-0.4	29	7	0	7	5	3	-6	-7
O=C(NCc1ccco1)C1(S(=O)(=O)c2ccc(Cl)cc2)CC1	0.21	0	1	-6	1	-3	-3	-2	5
C#CCOc1ccc2c(C)cc(=O)oc2c1	0.47	-21	11	2	1	2	-16	-2	9
CCC(C)(C)n1nnnc1C(c1cc2ccc(OC)cc2[nH]c1=O)N1CCc2ccccc2C1 (stereo not drawn)	0.84	26	78*	5	3	1	-2	-2	0
CCOC(=O)CCSc1nc(C)c2ccccc2n1	1.9*	-5	22	11	1	-3	4	-1	8
Cc1c[nH]c2cccc(OCC(O)CNC(C)(C)C)c12 (stereo not drawn)	-0.067	-7	-22	-3	1	-3	-5	-5	4
COc1cc(C(=O)Nc2oc(-c3ccccc3)c(-c3ccccc3)c2C#N)cc(OC)c1OC	-3.3	42	28	·	1	10	-3	2	-18
Cc1ccc(S(=O)(=O)n2nc(OC(=O)C(C)(C)C)cc2N)cc1	·	-4	-4	9	0	8	-7	2	1
CCCS(=O)(=O)N1CCC(C(=O)NCCc2ccc(C)cc2)CC1	0.76	1	-12	-1	-2	3	11	0	9
Nc1nc(-c2cccnc2)nc(N2CCCCC2)n1	1.9	11	2	1	-6	0	-15	5	2
CCn1cc(C(=O)NCCCN2CCC(C)CC2)c2cc(OC)c(OC)cc2c1=O	0.14	0	-15	9	7	-1	-7	-1	15
[N-]=[N+]=CC(=O)c1ccnc(C(=O)C=[N+]=[N-])c1	0.98	-23	8	1	·	0	-10	0	·
CCOc1ccccc1NC(=O)c1cnc2n(c1=O)CCS2	·	10	-13	-2	-1	-1	-5	-2	15
COc1ccc(Br)cc1S(=O)(=O)N1CCN=C1C	-0.056	7	-4	4	2	2	5	0	15

An excerpt of these results, with each value named.
> C#CCOc1ccc2c(C)cc(=O)oc2c1
  D1 mod: 0.47
  MKP-1 inh: -21
  tolC growth inh: 11
  E coli RNAP: 2
  CatB mixtures: 1
  CatB inh: 2
  Cdc25B inh: -16
  Hsp90 inh: -2
  AP ELISA ortho: 9

> COc1cc(C(=O)Nc2oc(-c3ccccc3)c(-c3ccccc3)c2C#N)cc(OC)c1OC
  D1 mod: -3.3
  MKP-1 inh: 42
  tolC growth inh: 28
  E coli RNAP: ·
  CatB mixtures: 1
  CatB inh: 10
  Cdc25B inh: -3
  Hsp90 inh: 2
  AP ELISA ortho: -18

Further entries.
SMILES	D1 mod	MKP-1 inh	tolC growth inh	E coli RNAP	CatB mixtures	CatB inh	Cdc25B inh	Hsp90 inh	AP ELISA ortho
O=C(Cn1cc2c(n1)CCCC2)NC1CCN(Cc2ccccc2)CC1	-0.45	6	-14	2	3	5	-1	-2	12
O=C(CN(CC1CCCO1)C(=O)Cn1nnc(-c2ccc(F)cc2)n1)NC1CCCCC1 (stereo not drawn)	-0.4	6	4	12	1	3	1	-4	-11
O=C1CC(c2ccc3c(c2)OCO3)C2=C(CCCC2=O)N1 (stereo not drawn)	-0.29	6	-4	-7	7	1	-6	-3	5
CCn1c(SCC(=O)Nc2ccc(NC(C)=O)cc2)nnc1C1CC1	-0.2	-9	-25	8	-2	0	15	-2	15
CN(C)CCNc1ncnc2c1cnn2-c1ccc(Cl)cc1	-4.7*	0	-3	8	3	5	1	-2	-4
Cc1cc(NC(=O)c2cccc(F)c2)ncc1NC(=O)c1ccco1	-2.7	3	-3	7	1	-6	-8	0	7
Cc1ccc(NCc2nnc(SCC(=O)Nc3ccccc3)n2CC2CCCO2)c(C)c1 (stereo not drawn)	-0.039	34	-7	3	-3	2	-13	0	10
O=C(Nc1ccccc1O)c1ccccc1O	-0.35	10	-3	-4	4	2	-2	4	18
COc1cc(C(=O)Nc2cccc3ncccc23)cc(OC)c1OC	-0.45	11	-4	15	6	6	-5	0	4
c1ccc(OCCCc2nc(-c3cccnc3)no2)cc1	-0.12	-7	-11	9	5	0	-6	-2	5
CCC(C)c1ccc(NC(=O)C2CCCN(c3ncccn3)C2)cc1 (stereo not drawn)	-0.44	5	58	2	-1	7	-9	-3	-1
Cc1ccc(S(=O)(=O)NCCSc2nnnn2C)cc1	-0.078	-31	-16	2	-5	7	-12	1	-12
COc1ccc(OC)c(S(=O)(=O)Nc2ccc(C(N)=O)cc2)c1	0.25	-6	-18	7	7	5	5	-4	-7
CCOc1ccc(C2C(C(=O)c3ccco3)=C(O)C(=O)N2CCCn2ccnc2)cc1 (stereo not drawn)	-0.23	-6	-15	·	3	0	4	-5	-2
FC(F)(F)c1cc(-c2ccc3c(c2)OCO3)nc(NCc2ccco2)n1	·	2	13	0	7	-4	0	·	10
Cc1oc(-c2cccc(Cl)c2)nc1CN1CCC(C(=O)NCc2cccnc2)CC1	0.046	42	0	1	2	1	-9	-1	15
C=CCn1c(-c2ccc(OC)cc2)nc2ccccc21	-1.7	-4	3	11	7	1	-7	-1	9
CCOc1ccc(S(=O)(=O)Nc2cccc(C(=O)N3CCN(c4ccc(OC)cc4)CC3)c2)cc1	0.49	30	16	7	1	3	-2	-2	-10
COc1ccc(S(=O)(=O)NCC(=O)N(CC(=O)NCC2CCCO2)c2ccccc2C)cc1 (stereo not drawn)	0.0096	4	2	11	9	-4	-18	5	1
N#Cc1ccccc1S(=O)(=O)N1CCN(c2ccc(S(=O)(=O)N3CCOCC3)cn2)CC1	0.8	0	3	2	0	5	-3	-6	18

Among those listed so far, 2 have a cyano group:
SMILES	D1 mod	MKP-1 inh	tolC growth inh	E coli RNAP	CatB mixtures	CatB inh	Cdc25B inh	Hsp90 inh	AP ELISA ortho
COc1cc(C(=O)Nc2oc(-c3ccccc3)c(-c3ccccc3)c2C#N)cc(OC)c1OC	-3.3	42	28	·	1	10	-3	2	-18
N#Cc1ccccc1S(=O)(=O)N1CCN(c2ccc(S(=O)(=O)N3CCOCC3)cn2)CC1	0.8	0	3	2	0	5	-3	-6	18

7 successive records from above:
SMILES	D1 mod	MKP-1 inh	tolC growth inh	E coli RNAP	CatB mixtures	CatB inh	Cdc25B inh	Hsp90 inh	AP ELISA ortho
O=C(Cn1cc2c(n1)CCCC2)NC1CCN(Cc2ccccc2)CC1	-0.45	6	-14	2	3	5	-1	-2	12
O=C(CN(CC1CCCO1)C(=O)Cn1nnc(-c2ccc(F)cc2)n1)NC1CCCCC1 (stereo not drawn)	-0.4	6	4	12	1	3	1	-4	-11
O=C1CC(c2ccc3c(c2)OCO3)C2=C(CCCC2=O)N1 (stereo not drawn)	-0.29	6	-4	-7	7	1	-6	-3	5
CCn1c(SCC(=O)Nc2ccc(NC(C)=O)cc2)nnc1C1CC1	-0.2	-9	-25	8	-2	0	15	-2	15
CN(C)CCNc1ncnc2c1cnn2-c1ccc(Cl)cc1	-4.7*	0	-3	8	3	5	1	-2	-4
Cc1cc(NC(=O)c2cccc(F)c2)ncc1NC(=O)c1ccco1	-2.7	3	-3	7	1	-6	-8	0	7
Cc1ccc(NCc2nnc(SCC(=O)Nc3ccccc3)n2CC2CCCO2)c(C)c1 (stereo not drawn)	-0.039	34	-7	3	-3	2	-13	0	10

The list goes on:
SMILES	D1 mod	MKP-1 inh	tolC growth inh	E coli RNAP	CatB mixtures	CatB inh	Cdc25B inh	Hsp90 inh	AP ELISA ortho
CN1c2ccccc2-c2nc3ccccc3n2C1c1ccco1 (stereo not drawn)	-2.6	-26	8	-35	·	-11	8	-3	·
Cc1ccc(Nc2cc(-n3nc(C)cc3C)ncn2)cc1	-0.96	16	3	7	-10	2	3	-1	14
C(=N\C(/N=C/c1ccco1)c1ccco1)/c1ccco1	8.8*	5	-7	5	-3	0	-40	-5	-8
CCc1nnc(NC(=O)C2CC(=O)N(CCc3ccccc3)C2)s1 (stereo not drawn)	-0.081	24	-12	11	9	-3	-17	-5	12
CC1CCN(S(=O)(=O)c2ccc(S(=O)(=O)NCC(=O)C(C)(C)C)cc2)CC1	0.34	0	-3	-2	1	0	2	2	-5
Cc1cc(NC(=O)CN2C(=O)CC(c3ccco3)Sc3ccccc32)no1 (stereo not drawn)	-0.11	1	0	6	2	5	-10	-1	6
O=S(=O)(c1ccc2c(c1)nc1n2CCC1)N1CCOCC1	-0.94	-5	-19	8	3	5	0	-3	4
CCn1c(=N)n(CC(=O)OC)c2ccccc21	0.018	-2	-13	6	3	-1	-5	-6	4
O=S(=O)(c1ccc2oc3ccc(S(=O)(=O)N4CCCC4)cc3c2c1)N1CCCC1	-0.024	39	-1	4	4	2	-14	-1	13
COc1ccc(N(CC(=O)NC2CCCCC2)C(=O)CCCC(=O)Nc2ccccn2)c(OC)c1	0.016	10	8	7	5	3	-19	2	10
c1ccc(COc2cccc(CNn3cnnc3)c2)cc1	-0.12	-2	-5	4	3	-1	-10	0	8
CCOc1ccccc1-c1nc(SCC(=O)O)n[nH]1	3.8*	1	-4	8	1	7	-2	-1	-13
O=C1NC(=O)[C@@H]2C3c4ccccc4C=CN3[C@H](C(=O)c3cccs3)[C@H]12 (stereo partly drawn)	0.31	-2	15	10	5	9	40	-3	-5
CC(=O)c1cccc(NC(=O)C2CC(=O)N(c3cccc(C)c3C)C2)c1 (stereo not drawn)	-0.62	2	-5	5	0	7	-4	·	10
CCOc1cc(-c2ccc3c(c2)OCO3)cc(=O)c2c(C)oc(C)c12	0.16	17	-20	8	3	-4	-4	1	10
CC(C)CCOCC(=O)Oc1ccccc1C(=O)O	-0.46	-19	-31	8	-4	2	6	2	18
COC(=O)c1c(C#N)c(N)nc2c1CCCC2	3.6	-18	-9	·	0	-4	1	1	5
Cn1c(=NC(=O)CSCC(=O)N2CCOCC2)sc2ccccc21	-0.0091	11	-9	6	5	5	-7	-1	-14
CC(=C1C(=O)c2ccccc2C1=O)N1CCN(c2ccccn2)CC1	-0.025	9	3	20	-1	4	-9	-4	6
